MEKK2mut PB1 HTS = signal of MEK5 binding to mutant human MEKK2 PB1 domain. bead flow cytometry, Alexa488-MEK5 binding to MEKK2 mutant. percent response, % at 10 µM. 290,000 tested, 0.35% active; in the data active means percent response above about 24%, passing the limit was not always enough; further: inactives centre near 1; some results filed as inactive read as strong as hits; reference of the scale not given here
GPR7 antag = human neuropeptides B/W receptor 1 antagonism; P48145; GPR7-expressing cells, fluorescence antagonist assay; inhibition, % at 4.4 µM; 290,000 tested, 1.1% active; AID 1861; in the data active means inhibition above about 16%, passing the limit was not always enough;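 further: cells stimulated with the agonist NPW; 0% = agonist with vehicle and 100% = vehicle without agonist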
MEKK2 WT-MEK5 = raises or lowers MEK5 binding to wildtype human MEKK2 PB1 domain; binding response (% of control), % at 10 µM; 290,000 tested, 1.1% active; Q9Y2U5; bead flow cytometry, Alexa488-MEK5 binding to MEKK2 WT; actives lie on both sides; AID 1531; in the data active means binding response below about 67% or above about 130%
OXTR agonist = agonists of human oxytocin receptor. P30559. activation, % at 3 µM. CHO-OTR cells, Fluo-8 calcium fluorescence; normalized: DMSO 0%, oxytocin 100%. 320,000 tested, 0.32% active. AID 2435;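 active means activation above the mean of all tested compounds plus 3 SD, cutoff set per screening run, cut at about 20% in these data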;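 further: peak over basal fluorescence ratio from a 100 s FLIPR kinetic read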
Target sequence (P30559 whole entry, looked up): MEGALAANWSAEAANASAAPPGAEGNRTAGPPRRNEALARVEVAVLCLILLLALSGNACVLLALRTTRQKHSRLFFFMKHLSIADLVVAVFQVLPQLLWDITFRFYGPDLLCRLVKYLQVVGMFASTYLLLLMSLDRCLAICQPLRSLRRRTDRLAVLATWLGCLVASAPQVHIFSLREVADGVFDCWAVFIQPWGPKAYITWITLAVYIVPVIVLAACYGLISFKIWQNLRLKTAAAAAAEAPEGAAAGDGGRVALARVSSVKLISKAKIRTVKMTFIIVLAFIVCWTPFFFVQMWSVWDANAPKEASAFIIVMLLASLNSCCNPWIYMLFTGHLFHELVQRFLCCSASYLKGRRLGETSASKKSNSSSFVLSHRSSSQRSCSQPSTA
M18AAP inhibitor = blocks P. falciparum M18 aspartyl aminopeptidase; recombinant PfM18AAP, H-Glu-NHMec fluorogenic cleavage; inhibition, % at 7.35 µM; 290,000 tested, 1.2% active;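 active means inhibition above the campaign mean inhibition over all tested compounds plus 3 SD, cut at about 28% in these data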;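 further: 0% = plate median of test compound wells and 100% = 2 mM ZnCl2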
OXTR potentiate = potentiates the human oxytocin receptor response. activation, % at 3 µM. 320,000 tested, 0.061% active. P30559. AID 2445. CHO-OTR cells, Fluo-8 calcium fluorescence, potentiator mode; 0% = oxytocin EC15, 100% = EC100;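 active means activation above that plate's cutoff, the mean activation of tested compounds plus 3 SD, cut at about 6.6% in these data, passing the limit was not always enough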;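 further: 100% uses oxytocin at 75 nM as the full agonist control; some results filed as inactive read as strong as hits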
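Assay system: CHO-OTR cells, human receptor / Also added: oxytocin at about EC15, sub-maximal agonist stimulus / Dosing: single dose, 3.0 µM nominal final compound concentration / Incubation: 6 min pre-incubation, 100 s read / Technique: Fluo-8 calcium dye fluorescence / Read-out: % activation vs EC15 and EC100 oxytocin / Benchmarks: EC15 oxytocin low, 75 nM oxytocin high / Replicates: singlicate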
V1R ag counter = counter-screen for oxytocin receptor agonists: human V1a receptor agonists | P37288 | CHO-V1R cells, Fluo-8 calcium fluorescence, agonist mode; 0% DMSO, 100% 3 nM vasopressin | activation, % at 3 µM | 320,000 tested, 0.25% active | AID 2797;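 active means activation above the mean activation of all tested compounds plus 3 SD, per screening run, cut at about 20% in these data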;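 further: signal is peak over basal fluorescence ratio across a 100 second FLIPR read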
Target sequence (P37288 whole entry, looked up): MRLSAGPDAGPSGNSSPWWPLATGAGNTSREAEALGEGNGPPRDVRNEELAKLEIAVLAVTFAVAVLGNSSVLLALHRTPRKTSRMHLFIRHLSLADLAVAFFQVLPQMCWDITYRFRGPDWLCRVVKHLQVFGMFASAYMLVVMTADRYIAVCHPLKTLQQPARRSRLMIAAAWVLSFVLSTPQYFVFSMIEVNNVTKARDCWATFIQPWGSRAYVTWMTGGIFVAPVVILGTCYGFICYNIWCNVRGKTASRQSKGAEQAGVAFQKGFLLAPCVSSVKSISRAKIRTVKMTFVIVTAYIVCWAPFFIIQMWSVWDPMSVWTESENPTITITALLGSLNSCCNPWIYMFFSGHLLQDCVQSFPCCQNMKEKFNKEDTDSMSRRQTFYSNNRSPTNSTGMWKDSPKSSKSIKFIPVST
NALP1 yeast inh = blocks the NALP1 inflammasome reconstituted in yeast; S. cerevisiae NALP1/ASC/caspase-1 growth, X-gal OD620, 72 h; inhibition, % at 10 µM; 280,000 tested, 0.61% active; AID 2071; in the data active means inhibition mostly above about 24%, no sharp cut-off; inactive means mostly below about 32%; further: some compounds called inactive have numbers as strong as hits
GalR3 antag = human GalR3 antagonism; HEK293 GalR3-CNG cAMP membrane potential fluorescence; galR3 body fused to GalR1 C-terminus; AID 651719; 360,000 tested, 0.44% active; inhibition, % at 3 µM; O60755;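 active means inhibition above the screen-wide average plus 3 SD, cut at about 13% in these data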;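 further: forskolin and galanin both at EC90 stimulate the cells; cAMP rise reported by CNG channel membrane potential dye signal; 0% = forskolin plus galanin with DMSO and 100% = forskolin alone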
Target sequence (O60755 1-299 limits assumed): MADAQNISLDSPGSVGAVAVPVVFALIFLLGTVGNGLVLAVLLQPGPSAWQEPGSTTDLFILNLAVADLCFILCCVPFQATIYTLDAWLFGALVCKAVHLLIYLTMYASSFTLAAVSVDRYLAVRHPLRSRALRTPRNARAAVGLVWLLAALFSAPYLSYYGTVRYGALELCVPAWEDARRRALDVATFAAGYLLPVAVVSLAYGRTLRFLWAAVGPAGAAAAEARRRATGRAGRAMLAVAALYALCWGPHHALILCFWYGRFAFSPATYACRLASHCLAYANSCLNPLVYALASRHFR
Starred values were filed as active, the others as inactive; · = no result given. The order is random; any-hit rate near 4.1%.

The line under a structure holds: MEKK2mut PB1 HTS	V1R ag counter	OXTR agonist	MEKK2 WT-MEK5	OXTR potentiate	M18AAP inhibitor	GPR7 antag	GalR3 antag	NALP1 yeast inh
> COc1ccc(C(=O)NC(=S)N(C)C2CCCCC2)cc1
  2.0	·	·	104.0	·	4.1	-7.0	-3.5	5.7
> O=C(CN1CCC(Cc2ccccc2)CC1)Nc1ccc2c(c1)OCCO2
  5.0	0.7	0.1	104.0	-11.2	1.0	12.1	-4.9	6.3
> O=C1[C@@H]2Cc3c([nH]c4ccccc34)C(c3ccc(Cl)cc3)N2C(=O)CN1CCO (stereo partly drawn)
  8.0	3.5	0.4	105.0	-11.0	3.4	-8.2	-7.2	7.0
> C=C(C)c1cccc(C(C)(C)NC(=O)N2CCN(c3ccccn3)CC2)c1
  4.0	-0.4	-1.2	110.0	-3.0	5.4	-0.2	-1.6	-19.0
> Cc1cc(C)cc(N(C(C)C(=O)NCCC2=CCCCC2)S(C)(=O)=O)c1 (stereo not drawn)
  4.0	-1.3	-0.9	95.0	-9.3	1.6	5.1	·	36.4
> COc1cccc(CC(Cc2nc3ccccc3[nH]2)c2nc3ccccc3[nH]2)c1 (stereo not drawn)
  -8.0	4.9	-1.8	98.0	-12.6	-0.5	-1.5	-1.5	-6.8
> CCOC(=O)c1c(NC(=O)CSc2cn(CC)c3ccccc23)sc2c1CCC2
  1.0	-0.2	0.7	102.0	2.0	0.1	-5.4	·	32.7
> c1ccc(Cn2ncc3c(N4CCN(C(c5ccccc5)c5ccccc5)CC4)ncnc32)cc1
  6.0	1.0	-0.2	102.0	-15.6	1.5	6.1	-5.9	2.7
> Cn1c(N2CCOCC2)c(/C=N/O)c2ccccc21
  -8.0	-0.5	-1.4	86.0	-12.2	-19.5	-3.1	-3.9	12.2
> C=CCN(CC(O)c1cccc([N+](=O)[O-])c1)C(C)CCc1ccccc1 (stereo not drawn)
  6.0	-1.3	-2.3	106.0	-10.0	-12.2	3.0	-0.1	19.8
> C#CCOCCOCCOCCNc1nc(N2CCN(C(=O)[C@H]([C@@H](C)CC)n3cc([C@@H](N)Cc4ccc(O)cc4)nn3)CC2)nc(N2CCN(C(=O)[C@H](CCCCN)n3cc([C@@H](N)CO)nn3)CC2)n1
  46.0	0.2	-0.3	171.0*	-2.7	11.8	-11.9	·	-8.9
> Cc1ccc(C(=O)NC(C)C2CC3CCC2C3)c(C)c1 (stereo not drawn)
  4.0	-1.6	-0.6	104.0	1.7	0.1	-16.2	-6.5	27.8
> O=C(NCc1ccc(F)cc1Cl)C1CCN(S(=O)(=O)N2CCC3(CC2)OCCO3)CC1
  9.0	1.3	-0.1	109.0	1.8	-4.7	-5.9	-1.1	4.7
> Cc1ccc(S(=O)(=O)N(C)Cc2ccc(C(=O)NN=C3C4CC5CC(C4)CC3C5)cc2)cc1
  4.0	1.8	0.3	96.0	-7.0	1.7	7.4	-4.5	14.8
> N=C(N)SCc1ncccc1O
  -13.0	-0.6	0.2	99.0	1.3	17.9	-14.4	·	5.0
> CCN(CC)C(=O)CCNS(=O)(=O)c1ccc(C)cc1
  6.0	0.7	0.6	112.0	-6.1	-11.6	-1.6	-1.9	2.4
> O=C(CCc1ccccc1)NC(=S)Nc1ccccc1Br
  0.0	-0.4	-0.9	97.0	-24.6	0.1	-7.4	-7.3	15.8
> Cc1ccc(C(=O)OCC(=O)NCc2ccc3c(c2)OCO3)o1
  ·	0.4	-0.2	·	-4.7	·	·	-3.3	·
> O=C(CCn1cccc1)Nc1cccc(F)c1
  10.0	1.6	0.0	107.0	-10.1	-3.4	18.0	-0.6	-0.7
> Cc1ccc(NC(=O)c2cc(N3C(=O)C=CC3=O)ccc2Cl)cc1C
  -1.0	-0.3	-0.6	101.0	2.4	8.4	-3.0	-3.0	14.8
> COc1ccc(OC)c(C(c2nnnn2Cc2ccccc2)N2CCN(C3CCCCC3)CC2)c1 (stereo not drawn)
  8.0	0.9	0.6	110.0	-4.3	-15.1	12.0	-0.8	6.5
> COCCn1c(-c2ccco2)nc2nc3ccccc3nc21
  ·	1.0	0.9	·	-0.7	-5.2	4.9	-4.8	0.1
> Cc1cc(NC2CCCCC2)nc2ccccc12
  3.0	1.1	-1.8	103.0	-0.3	8.7	-2.5	-6.9	-7.4
> Cc1ccc(-n2c(C)cc(C(=O)OCC(=O)N(C)C3CCS(=O)(=O)C3)c2C)cc1 (stereo not drawn)
  -2.0	-1.0	-1.1	98.0	-12.2	-0.2	-1.5	-5.8	36.3
> O=C(O)c1ccccc1SC1CC(=O)N(c2ccc3c(c2)OCO3)C1=O (stereo not drawn)
  1.0	0.0	-2.6	100.0	-14.8	-4.2	-5.4	-0.9	13.0
> Cc1ccc(N(CC(=O)N/N=C/c2cccs2)S(C)(=O)=O)cc1
  -2.0	0.7	0.2	94.0	-5.8	-3.5	-0.9	-3.0	6.2
> Cc1ccccc1NC(=O)Nc1nnc(CC(=O)NCc2ccccc2)s1
  -3.0	0.0	0.5	94.0	3.0	-8.6	-4.6	-7.4	28.5
> COc1ccc(CCC(=O)NNC(=S)NCc2ccc(F)cc2)cc1
  -4.0	-0.5	-0.5	101.0	-3.2	1.8	1.2	-2.8	-11.4
> CCc1cc(-c2nnc(SCC(=O)NC3CC3)n2C)cs1
  9.0	0.8	-1.5	108.0	3.3	-2.7	-13.0	-1.1	13.9
> CCOC(=O)C1(CCc2ccccc2)CCN(Cc2nccn2CC)CC1
  9.0	2.3	0.7	105.0	-11.1	-0.5	-0.2	-4.5	0.0

Two entries drawn at random from the list so far:
The line under a structure holds: MEKK2mut PB1 HTS	V1R ag counter	OXTR agonist	MEKK2 WT-MEK5	OXTR potentiate	M18AAP inhibitor	GPR7 antag	GalR3 antag	NALP1 yeast inh
> O=C(CN1CCC(Cc2ccccc2)CC1)Nc1ccc2c(c1)OCCO2
  5.0	0.7	0.1	104.0	-11.2	1.0	12.1	-4.9	6.3
> O=C(CCc1ccccc1)NC(=S)Nc1ccccc1Br
  0.0	-0.4	-0.9	97.0	-24.6	0.1	-7.4	-7.3	15.8

(continued)
The line under a structure holds: MEKK2mut PB1 HTS	V1R ag counter	OXTR agonist	MEKK2 WT-MEK5	OXTR potentiate	M18AAP inhibitor	GPR7 antag	GalR3 antag	NALP1 yeast inh
> CO/N=C(\N)c1nonc1N
  2.0	0.2	1.3	102.0	-0.1	-1.6	-5.2	-4.9	·
> Cc1cccc(NC(=O)CNC(=O)CCNC(=O)c2ccc(C(C)(C)C)cc2)c1C
  ·	-0.7	-0.7	·	-4.7	·	·	-2.2	·
> Cc1cc(/C=N/NC(=O)C(=O)NCc2ccccn2)c(C)n1-c1cccc(Br)c1
  -7.0	0.8	-1.6	92.0	-9.2	19.9	-8.9	-3.3	-20.8
> COc1ccccc1NC(=S)Nc1ccc2cn[nH]c2c1
  2.0	-1.1	0.8	73.0	-12.5	13.2	-1.9	-1.4	-4.8
> CC[C@H](C)Cc1cn([C@@H](CCCCN)C(=O)NCCCCCCCCCCC(=O)N2CCNCC2)nn1
  ·	0.7	-0.5	·	-0.8	·	·	-3.9	·
> O=C1NC2(CCCCCC2)C(=O)N1Cc1ccccc1Br
  4.0	2.0	-0.8	103.0	-4.7	6.5	-1.1	-5.1	23.2
> O=C(NNC(=O)c1ccccc1F)c1cccc(S(=O)(=O)N2CCc3ccccc32)c1
  ·	9.6	11.5	·	-10.6	·	·	-5.9	·
> COc1cc(/C=N\Nc2nc(-c3ccc(C)cc3)c(NC(C)=O)s2)ccc1O
  -1.0	0.1	-0.2	94.0	-2.8	8.3	-8.1	-2.5	·
> CC(C)(C)C(=O)CSc1ncnc2c1cnn2-c1ccccc1
  ·	-0.3	-1.0	·	-0.1	-7.1	1.4	2.6	24.8
> COCCn1nnnc1CN(Cc1ccco1)Cc1cc2cc3c(cc2[nH]c1=O)OCO3
  4.0	0.0	0.5	104.0	-12.7	24.3	-3.6	-4.6	-1.1
> COc1cc(C)c(C)cc1S(=O)(=O)NC1CC(C)(C)NC(C)(C)C1
  0.0	-0.3	0.1	102.0	2.1	2.2	-10.1	-2.9	7.2
> C[C@H](NC(=O)C1CC(=O)N(c2ccc3c(c2)OCCO3)C1)C(=O)NC1CCCC1 (stereo partly drawn)
  6.0	0.2	-0.5	105.0	-7.0	-1.4	-0.8	1.9	26.1
> Cc1cccc(OCCn2c(NC(=O)c3ccco3)nc3ccccc32)c1
  -7.0	-0.2	-1.1	83.0	-12.9	2.7	-4.5	-8.4	24.7
> O=C(Nc1cccc(O)c1)c1ccc(Br)c(S(=O)(=O)N2CCCCC2)c1
  -1.0	4.3	5.3	94.0	-10.3	1.3	-7.5	-4.7	-6.8
> Cc1c(C)c2c(C)[nH]nc2oc1=O
  4.0	0.6	0.4	103.0	-22.1	-4.4	-15.1	-0.8	13.1
> COc1ccc2c(c1)CC/C2=N\OC(=O)c1cccc(C)c1
  0.0	-0.8	-2.7	108.0	-3.4	-0.3	-5.3	-1.1	35.6
> CCN(Cc1ccncc1)Cc1c(O)ccc2ccccc12
  0.0	·	·	105.0	·	-12.3	-6.3	0.4	-2.0
> CC(=O)Nc1c(Nc2ccccc2)c2ccccc2oc1=O
  -15.0	-0.3	-0.4	72.0	-4.3	-10.2	-2.2	8.0	3.6
> COC(=O)c1c(-c2ccccc2)csc1NC(=O)c1c(-c2ccccc2)noc1C
  12.0	-1.2	-2.5	105.0	-11.8	-0.8	-24.2	3.2	8.9
> O=C(NCc1n[nH]c(=S)n1-c1ccc(Cl)c(Cl)c1)c1ccco1
  -4.0	0.0	1.0	89.0	-4.7	27.6	-10.9	-4.2	14.5
> CC(C)c1nc2c([nH]1)c(=O)n(C)c(=O)n2C
  15.0	0.5	-0.3	99.0	-8.7	-1.2	-2.0	-10.4	15.0
> O=C(NNC(=S)Nc1ccccc1)c1cc(Br)ccc1Cl
  5.0	5.0	4.1	110.0	-3.5	8.4	-14.1	0.9	7.0
> Oc1ccccc1CN1CCCN(Cc2ccccc2O)C1
  7.0	3.5	6.0	111.0	-7.3	6.2	12.6	-3.7	-3.5
> COc1cc(/C=N/NC(=O)C2CCN(CC(O)COCc3ccccc3)CC2)cc(OC)c1OC (stereo not drawn)
  -3.0	0.3	-0.2	99.0	-6.7	0.4	-8.7	10.0	10.9
> FC(F)(F)c1cccc(NC(=S)N2CCCC2)c1
  2.0	1.0	0.5	96.0	-2.9	2.9	-21.2	·	-6.2
> Cc1cccc(-c2ncc(CN3CCN(CC(C)C)C(CCO)C3)cn2)c1 (stereo not drawn)
  10.0	0.6	0.3	108.0	-8.1	-8.3	-8.5	-3.1	-11.7
> COCCn1c(SCc2ccc(F)cc2)nc2ccccc2c1=O
  6.0	1.0	0.2	101.0	-6.1	3.5	-6.9	-2.7	22.7
> Cc1nc(Nc2ccccc2)sc1C(=O)c1ccccc1
  -5.0	3.0	-3.5	100.0	-12.4	-5.4	-5.0	-6.4	3.7
> Cc1cccc(N2CCN(C(=O)c3cccc(N4C(=O)C5C6C=CC(C6)C5C4=O)c3)CC2C)c1 (stereo not drawn)
  3.0	9.3	9.1	104.0	-13.9	3.4	-6.3	0.0	10.5
> O=C(Nc1cccnc1)c1ccc(COc2ccccc2Br)cc1
  4.0	1.1	0.7	103.0	-12.9	0.2	4.5	-11.1	32.0
> CCN(Cc1ccccc1OC)CC1CCCN(CCc2cccc(OC)c2)C1 (stereo not drawn)
  19.0	3.3	0.6	132.0	2.1	2.8	-6.3	-0.2	5.1
